p53 reactivation: restores transcriptional activity of mutant p53 | H1299 p53-A138V BP100-luciferase reporter, luminescence, 24 h | Potency, µM (series often up to 92.2 µM), without a hit: at the top dose activity change, positive = activation, usual class: activators | 320,000 tested, 0.063% active; note: potency is the fitted concentration of half-maximal effect; % of control where 0% means no effect; nearly all actives have a fitted effect of over 45% in size
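H1299 (p53-null), stable ts p53-A138V + BP100-Luc; 1000 cells/well, Opti-MEM/10% FBS; cpd 4 pt, 1:5; 24 h, 37 deg C, 5% CO2; detection reagent 10 min RT; luminescence.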
B2AR arrestin: recruits beta-arrestin to the human beta2-adrenergic receptor. P07550. beta-arrestin recruitment to beta2AR, cell-based reporter. Potency, µM (highest dose often 46.1 µM), inactives show at the highest dose activation, most hits filed as activators. 330,000 tested, 0.02% active. AID 492947;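 note: potency is the fitted concentration of half-maximal effect; 0% = DMSO controls and full agonism = EC100 isoproterenol or metaproterenol; nearly all actives have a fitted effect of over 65% in size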
TCR act: T cell receptor activation; 330,000 tested, under 10 active; primary human leukocytes, anti-CD3, IL-2 HTRF, 48 h; AID 504894; Potency, µM (highest dose often 9.22 µM), without a hit: top-dose activation of IL-2 secretion, actives largely listed as activators; note: % of control where 0% means no effect
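Primary human leukocytes were stimulated with a-CD3 beads plus compounds for 48 hr without co-stimulation; secreted IL-2 was quantified by HTRF using a-IL-2-K (europium cryptate) and a-IL-2-d2, excited at 320nm with acceptor emission read at 665nm.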
a7 integrin act: activates integrin-mediated alleviation for muscular dystrophy. alpha7betagal myoblasts, beta-gal FDG fluorescence, 48 h. Potency, µM (top dose mostly 38.3 µM), for the others: at the top dose activation, most hits filed as activators. 350,000 tested, 0.064% active. AID 624291;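 note: potency is the fitted concentration of half-maximal effect; 100% = response of the positive control SU9516; nearly all actives have a fitted effect of over 60% in size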
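Alpha7betagal+/- myoblasts (passage 13) were plated 16-24 hr, then exposed to compounds (1:260 dilution of DMSO stock) for 48 hours at 37C. After MPER lysis, β-galactosidase reporter activity was read as FDG fluorescence (ex 480/em 540) after 30 minutes.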
TRPV1 ag: human TRPV1 agonism; Q8NER1; TRPV1-expressing cells, Fluo-8 calcium influx, agonist mode; activation, % at 8.33 µM; 320,000 tested, 0.19% active; in the data active = activation above about 80%; inconclusive = between about 30% and that limit; note: 0% is about no effect
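TRPV1-expressing cells were cultured overnight at 35.5C and loaded with Fluo-8 calcium dye for 40 to 90 min at room temperature. After a 10 s baseline, compound was added and calcium influx was read kinetically for 3 min (ex 480/em 520 nm).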
A-T KAP1 phos: potential ataxia-telangiectasia treatments restoring KAP-1 phosphorylation. […] A-T fibroblasts, KAP-1 phosphorylation AlphaLISA; neocarzinostatin DNA damage 30 min before lysis. Potency, µM (titrated, usually from 57.5 µM), inactives show at the highest dose activation, hits mostly activators. 320,000 tested, 0.19% active; note: potency is the fitted concentration of half-maximal effect; % of control where 0% means no effect; nearly all actives have a fitted effect of over 45% in size
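hTERT-immortalized A-T patient fibroblasts ([…]), 500 cells/well in OPTI-MEM, 1% FBS, got compounds for 60 min, then NCS for 30 min at 37C. Lysates were then assayed for phospho-KAP-1 by AlphaLISA (anti-pKAP1 donor, anti-KAP1 acceptor beads), 6 hr at 25C.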
BRCA1 expr act: increases BRCA1 expression | MCF7-BRCA1-FFLuc reporter, luminescence, 48 h; response scale: scaled: vehicle 0%, 10 µM genistein 100% | Potency, µM (titrated, usually from 46.1 µM), inactives show at the top dose activation, usual class: activators | 380,000 tested, 1.1% active; note: potency is the fitted concentration of half-maximal effect; nearly all actives have a fitted effect of over 80% in size; some results filed as inactive show a strong effect at the top dose
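First, MCF7-BRCA1-FFLuc cells (2000/well) attach for 2 h; next, compounds are pin-added and incubated 48 h at 37 °C; finally, luciferase reagent is added and luminescence read after 15 min.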
ELG1 repair inh: inhibitors of ELG1-dependent DNA repair in HEK293T cells; HEK293T ELG1-luciferase reporter, luminescence, 16 h; DNA damage induced by 5-fluorouridine; Potency, µM (series often up to 46.1 µM), inactives show at the highest dose activity change, negative = inhibition, hits mostly inhibitors; 330,000 tested, 2.3% active; AID 504467; note: potency is the fitted concentration of half-maximal effect; % is set by controls: 0 for no effect and ±100 for the full control effect; nearly all actives have a fitted effect of over 55% in size
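Cells (2,000 per well) received 5-fluorouridine plus test compound or DMSO and were incubated 16 hr at 37 °C, 5% CO2. Luciferase activity was read by luminescence 30 min after ONE-Glo addition; signal suppression marked inhibition of damage-induced ELG1 function.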
PTAP TSG101 blk: blocks PTAP/TSG101 interaction to inhibit HIV-1 budding; Q99816; Fluorescence polarization, FITC-PTAP peptide / Tsg101 binding; Potency, µM (top dose mostly 115 µM), without a hit: top-dose activity change, negative = inhibition, most hits filed as inhibitors; 340,000 tested, under 10 active; AID 493005; active = well fitted inhibition curve with a large enough effect in the main read-out, with a control signal flat, not every such curve was filed as active; inconclusive = small, poorly fitted or top-dose-only effect, or effect the other way, or a change in a side signal; inactive = no such curve, though single readings can be large or run the other way; note: potency is the fitted concentration of half-maximal effect; % of control where 0% means no effect
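Fluorescence anisotropy tracks displacement of a FITC-tagged PTAP peptide (50 nM) from the Tsg101 binding domain (10 uM), following a 20 min room-temperature incubation at pH 7.5.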
MLL CXXC-DNA inh: blocks binding of human MLL CXXC domain to DNA | MLL-CXXC / FITC-HOXA9 DNA fluorescence polarization | Potency, µM (doses to about 115 µM), for inactives: at the top dose activity change, negative = inhibition, most hits filed as inhibitors | 290,000 tested, 0.037% active; active = well fitted inhibition curve with a large enough effect in the polarisation, with a control signal flat, not every such curve was filed as active; inconclusive = small, poorly fitted or top-dose-only effect, or effect the other way, or a change in a side signal; inactive = no such curve, though single readings can be large or run the other way; the % refers to the polarisation; note: potency is the fitted concentration of half-maximal effect
Target sequence (Q03164 whole entry, looked up, the tested form may be a part): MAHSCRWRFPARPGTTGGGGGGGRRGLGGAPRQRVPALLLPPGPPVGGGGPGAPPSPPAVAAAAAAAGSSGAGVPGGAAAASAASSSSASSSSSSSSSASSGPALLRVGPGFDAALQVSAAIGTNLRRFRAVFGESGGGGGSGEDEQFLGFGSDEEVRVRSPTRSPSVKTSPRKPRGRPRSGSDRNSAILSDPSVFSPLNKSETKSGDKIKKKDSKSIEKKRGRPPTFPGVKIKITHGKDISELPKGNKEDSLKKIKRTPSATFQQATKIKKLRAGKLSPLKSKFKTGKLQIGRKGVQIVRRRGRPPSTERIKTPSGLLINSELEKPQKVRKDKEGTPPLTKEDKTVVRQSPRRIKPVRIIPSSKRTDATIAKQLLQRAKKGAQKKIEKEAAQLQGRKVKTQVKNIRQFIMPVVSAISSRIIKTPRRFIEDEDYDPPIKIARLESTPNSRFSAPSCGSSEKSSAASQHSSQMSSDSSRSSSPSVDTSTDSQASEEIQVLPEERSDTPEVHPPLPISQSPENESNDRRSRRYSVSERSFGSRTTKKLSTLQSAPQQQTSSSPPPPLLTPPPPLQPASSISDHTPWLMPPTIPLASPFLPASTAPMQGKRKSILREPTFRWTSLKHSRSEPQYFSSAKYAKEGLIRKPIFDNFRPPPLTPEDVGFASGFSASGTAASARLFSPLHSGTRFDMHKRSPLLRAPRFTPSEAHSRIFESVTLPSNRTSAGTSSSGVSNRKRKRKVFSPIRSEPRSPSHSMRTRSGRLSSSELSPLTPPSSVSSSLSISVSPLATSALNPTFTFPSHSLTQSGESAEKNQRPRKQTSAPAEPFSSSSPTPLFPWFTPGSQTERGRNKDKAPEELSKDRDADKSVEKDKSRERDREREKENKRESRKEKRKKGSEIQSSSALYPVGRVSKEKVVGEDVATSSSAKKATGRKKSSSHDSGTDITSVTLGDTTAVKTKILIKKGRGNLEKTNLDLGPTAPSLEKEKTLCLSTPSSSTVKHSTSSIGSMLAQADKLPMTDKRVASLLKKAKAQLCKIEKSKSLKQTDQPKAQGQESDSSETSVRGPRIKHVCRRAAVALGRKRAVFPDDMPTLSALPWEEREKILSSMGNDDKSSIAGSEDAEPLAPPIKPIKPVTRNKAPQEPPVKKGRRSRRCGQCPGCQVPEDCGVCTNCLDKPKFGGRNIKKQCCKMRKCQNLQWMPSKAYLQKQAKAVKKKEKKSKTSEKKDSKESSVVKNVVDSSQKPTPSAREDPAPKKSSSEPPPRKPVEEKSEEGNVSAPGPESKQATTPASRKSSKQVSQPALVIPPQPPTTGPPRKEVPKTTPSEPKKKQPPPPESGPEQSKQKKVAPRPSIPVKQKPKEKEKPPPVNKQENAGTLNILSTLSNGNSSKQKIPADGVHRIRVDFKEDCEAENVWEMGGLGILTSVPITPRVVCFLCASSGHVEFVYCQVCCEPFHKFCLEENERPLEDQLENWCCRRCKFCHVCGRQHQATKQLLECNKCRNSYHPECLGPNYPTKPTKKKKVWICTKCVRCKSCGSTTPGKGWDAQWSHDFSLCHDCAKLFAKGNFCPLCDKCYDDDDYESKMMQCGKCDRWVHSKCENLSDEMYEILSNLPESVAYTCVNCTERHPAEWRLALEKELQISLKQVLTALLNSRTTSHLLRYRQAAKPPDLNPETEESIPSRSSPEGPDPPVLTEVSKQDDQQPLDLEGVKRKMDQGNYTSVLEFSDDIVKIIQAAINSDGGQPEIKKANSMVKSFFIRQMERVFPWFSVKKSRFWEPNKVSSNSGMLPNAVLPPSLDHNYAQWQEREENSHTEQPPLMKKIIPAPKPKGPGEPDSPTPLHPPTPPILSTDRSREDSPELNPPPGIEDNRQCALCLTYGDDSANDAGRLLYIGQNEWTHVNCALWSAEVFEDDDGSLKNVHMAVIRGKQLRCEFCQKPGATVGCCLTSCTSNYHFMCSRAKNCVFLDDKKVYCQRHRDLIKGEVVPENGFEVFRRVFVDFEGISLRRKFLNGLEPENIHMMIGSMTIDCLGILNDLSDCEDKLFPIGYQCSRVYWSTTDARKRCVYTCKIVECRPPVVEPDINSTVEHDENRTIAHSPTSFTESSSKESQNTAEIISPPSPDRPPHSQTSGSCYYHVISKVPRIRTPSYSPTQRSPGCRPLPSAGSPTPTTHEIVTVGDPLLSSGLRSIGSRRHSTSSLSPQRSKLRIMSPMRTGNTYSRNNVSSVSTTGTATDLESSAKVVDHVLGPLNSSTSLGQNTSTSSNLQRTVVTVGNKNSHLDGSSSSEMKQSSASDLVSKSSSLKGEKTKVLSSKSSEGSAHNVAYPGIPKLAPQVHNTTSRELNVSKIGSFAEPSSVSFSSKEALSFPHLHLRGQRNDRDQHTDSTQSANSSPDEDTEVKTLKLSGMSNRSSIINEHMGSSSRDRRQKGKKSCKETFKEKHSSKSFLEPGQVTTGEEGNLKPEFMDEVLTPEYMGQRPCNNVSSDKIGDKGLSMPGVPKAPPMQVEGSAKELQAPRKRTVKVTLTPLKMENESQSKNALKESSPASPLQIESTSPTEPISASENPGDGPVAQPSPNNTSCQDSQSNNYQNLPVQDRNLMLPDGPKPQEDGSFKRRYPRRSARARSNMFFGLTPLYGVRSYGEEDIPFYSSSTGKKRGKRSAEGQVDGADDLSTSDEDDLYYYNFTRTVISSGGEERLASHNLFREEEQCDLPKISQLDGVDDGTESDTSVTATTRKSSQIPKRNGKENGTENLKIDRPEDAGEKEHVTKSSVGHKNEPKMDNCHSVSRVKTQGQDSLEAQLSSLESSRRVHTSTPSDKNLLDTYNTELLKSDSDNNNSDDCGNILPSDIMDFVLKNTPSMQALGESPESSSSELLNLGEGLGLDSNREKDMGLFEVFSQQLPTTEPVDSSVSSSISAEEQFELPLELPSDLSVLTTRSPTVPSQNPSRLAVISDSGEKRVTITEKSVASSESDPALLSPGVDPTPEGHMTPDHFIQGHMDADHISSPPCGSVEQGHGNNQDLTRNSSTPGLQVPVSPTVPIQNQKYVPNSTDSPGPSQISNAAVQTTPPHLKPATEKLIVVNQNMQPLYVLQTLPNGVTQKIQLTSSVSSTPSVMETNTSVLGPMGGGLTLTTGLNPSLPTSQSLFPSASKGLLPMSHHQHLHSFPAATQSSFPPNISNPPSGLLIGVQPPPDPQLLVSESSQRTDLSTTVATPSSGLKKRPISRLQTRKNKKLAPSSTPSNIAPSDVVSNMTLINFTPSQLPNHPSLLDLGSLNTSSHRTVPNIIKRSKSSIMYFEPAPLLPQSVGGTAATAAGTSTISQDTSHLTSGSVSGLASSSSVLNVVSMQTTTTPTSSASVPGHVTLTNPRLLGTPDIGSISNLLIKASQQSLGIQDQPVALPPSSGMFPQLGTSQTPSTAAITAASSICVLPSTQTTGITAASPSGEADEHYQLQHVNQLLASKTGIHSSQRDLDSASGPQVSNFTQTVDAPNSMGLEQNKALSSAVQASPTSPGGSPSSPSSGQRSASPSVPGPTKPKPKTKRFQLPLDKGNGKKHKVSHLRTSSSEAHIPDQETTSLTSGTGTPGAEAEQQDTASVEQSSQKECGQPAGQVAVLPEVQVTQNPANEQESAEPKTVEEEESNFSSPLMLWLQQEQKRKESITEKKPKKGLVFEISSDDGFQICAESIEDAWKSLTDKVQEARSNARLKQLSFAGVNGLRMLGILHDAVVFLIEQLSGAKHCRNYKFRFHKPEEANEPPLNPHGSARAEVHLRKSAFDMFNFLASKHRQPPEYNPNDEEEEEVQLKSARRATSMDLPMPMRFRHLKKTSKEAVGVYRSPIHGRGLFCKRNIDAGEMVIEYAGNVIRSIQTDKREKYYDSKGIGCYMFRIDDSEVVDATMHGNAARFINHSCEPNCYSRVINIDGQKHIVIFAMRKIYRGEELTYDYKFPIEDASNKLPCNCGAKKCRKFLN
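Steps: dispense CXXC domain solution (7 uM) → pin compounds or unlabeled HOX-A9 DNA control → 5 min ambient → add FLSN-HOX-A9 solution (50 nM) → spin → 30 min ambient → fluorescence polarization. Tris pH 7.5/NaCl/DTT/BSA buffer.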
The depositor's hits bear a star; u = inconclusive; x = no result given; [ ] = remark or other dose. Unless noted, calls come from the whole dose curve; as a rule, active = well fitted curve in the direction sought with a large enough effect; inconclusive = small, poorly fitted or top-dose-only effect, or another doubt; inactive = no such curve, though single readings can be large; an effect the other way counts as inactive or inconclusive.

item	molecule	TCR act	BRCA1 expr act	A-T KAP1 phos	a7 integrin act	p53 reactivation	B2AR arrestin	ELG1 repair inh	PTAP TSG101 blk	MLL CXXC-DNA inh	TRPV1 ag
1	Cn1c(=O)[nH]c(=O)c2[nH]c(CN3CCN(C(=O)c4ccco4)CC3)nc21	2%	1%	-2%	21%[7.66 µM]	1%	-0.3%	0%	-1%	5%	-3
2	COc1ccc(/C=C(\NC(=O)c2ccccc2)C(=O)N2CCN(C)CC2)cc1OC	-8%	-8%	-1%	12%	0%	-1.1%	12%	-1%	27%	1
3	COc1ccccc1NC(=O)COc1ccc(CO)cc1Cl	-1%	u	0%	16%	18%	-0.4%	u	-7%	10%	16
4	COc1ccc([N+](=O)[O-])cc1N(CC(O)Cn1nnc2ccccc21)S(=O)(=O)c1ccc(C)cc1 (centres undefined)	-20%	-3%[1.84 µM]	4%	14%	-17%	-0.1%	u	-7%	14%	0
5	O=C(COc1cc(Cl)c(Cl)cc1Cl)NCCc1ccccn1	-3%	-12%	4%	7%	-1%	0.3%	0%	-2%	-2%	14
6	COc1ccccc1C(=O)COC(=O)c1ccccc1OCC(=O)Nc1ccc(SC(F)F)cc1	0%[46.1 µM]	-71%	0%	-12%	10%	-0.4%	4.6µM*	-4%	-5%	-2
7	CCOC(=O)C1(Cc2ccccc2)CCN(Cc2ccc3cc(NC(C)=O)ccc3n2)CC1	-9%	0%	2%	1%	-3%	-0.8%	-8%	-1%	1%	16
8	CSc1ccccc1NC(=O)Nc1ccc(Cl)cc1	x	-52%	6%	-33%	29%	-0.3%	u	-3%	19%	u
9	CCS(=O)(=O)N1CCC(C(=O)NCCC2=CCCCC2)CC1	1%	33%	-7%	9%	-5%	-0.5%	6%	-7%	4%	2
10	Cc1nn(-c2ccccc2)c(C)c1/C=C/C(=O)OCC(=O)Nc1ccc(S(N)(=O)=O)cc1	1%	12%	0%	12%	6%	0.0%	u	-9%	x	1
11	Fc1ccc(OCc2nnc(SCCN3CCOCC3)o2)cc1	-2%[46.1 µM]	7%	0%	0%	7%	0.0%	-3%	-6%	14%	16
12	CC(C)(C)NC(=O)NC(=O)COC(=O)c1cccc(OC(F)F)c1	-11%	-18%	4%	u	-3%	4.1%	16%	-1%	18%	-5
13	Cc1nnc(SCC2=C(C(=O)O)N3C(=O)C(NC(=O)c4cc(F)c(F)cc4Cl)C3SC2)s1 (centres undefined)	12%	26%	-3%	-14%	1%	0.5%	27%	-2%	-2%	0
14	O=S(=O)(c1ccc2c(c1)OCCO2)N1CCN(c2nc(-c3cccnc3)nc3ccccc23)CC1	x	x	0%	x	0%	0.3%	0%	x	-28%	3
15	CC(C)Cn1c(N)c(C(=O)COC(=O)/C=C/c2cccs2)c(=O)n(C)c1=O	-7%	-42%	0%	-48%[inhibitor]	-1%	-0.9%	9.2µM*	-5%	-10%	13
16	O=C(NCCCCc1ccccc1)c1cccc(NC(=O)C2CCCC2)c1	6%	-7%	x	-6%	x	x	x	1%	x	x
17	Cc1cc(=O)oc2c(C)c(OC(C)C(=O)NC3CCN(Cc4ccccc4)CC3)ccc12 (centres undefined)	7%	-2%	5%	14%	-2%	0.4%	u	0%	12%	-1
18	C/C(O)=C\c1nc(=O)c2c(C)cc(C)nc2n1-c1ccccc1	-1%	1%	-1%	-21%	7%	-0.2%	-1%	-9%	13%	3
19	COc1ccc(/C=C2\SC(=S)N(CC(=O)NC3CCS(=O)(=O)C3)C2=O)cc1 (centres undefined)	0%	5%	1%	2%	22%	0.2%	22%	-5%	2%	-2
20	CC(C)(C)C(=O)/C=C1\SCC(=O)N1CC(=O)N1CCN(c2ccccc2)CC1	1%	2%	21%	-20%	-2%	-0.1%	u	-2%	x	x
21	CC(C)c1ccc(-c2nnn(CCC#N)n2)cc1	2%	u	0%	-22%	0%	-0.4%	u	-3%	-2%	8
22	COc1ccc(CCNC(=O)c2cc(-c3ccccn3)nc3c(Cl)cccc23)cc1OC	0%	-29%	3%	4%	-1%	-0.1%	-10%	-1%	u	0
23	O=C(COc1ccc2ccccc2c1)N1CCN(c2ccccc2)CC1	x	3%	-1%	10%	-4%	0.1%	7%	-4%	x	12
24	S=C1CCC(c2ccc(Br)cc2)=NN1c1ccccc1	-4%	-26%	-9%	3%	7%	-1.4%	-8%	1%	4%	16
25	Brc1cccc(/C=N\n2cnnc2)c1	3%	1%	-1%	20%	-4%	-0.5%	11%	-1%	-6%	-1
26	COC(=O)C1=C(Nc2ccccc2NC(=O)CCCC(=O)O)CSC1	4%	-18%	12%	4%	2%	0.3%	8%	1%	-9%	0
27	Cc1cccc(NC(=O)COc2nsnc2N2CCOCC2)c1	-3%	0%	-3%	0%	14%	-0.1%	26%	-5%	6%	13
28	O=C(NC(=S)N1CCOCC1)C12CCC3CC(CC(C3)C1)C2	-2%[46.1 µM]	64%	3%	42%	1%	-1.4%	14%	-1%	-4%	-6
29	COc1ccc(/C=C/C(=O)NC(=S)NNC(=O)c2cccnc2)cc1OC	1%	-2%	2%	-27%	-3%	-0.5%	12%	-11%	-4%	-1
30	CN1C(=O)NC(c2ccccc2Cl)C2=C1CC(C)(C)CC2=O (centres undefined)	-3%	2%	-4%	0%	-3%	-0.4%	4%	-7%	46%[activator]	5

More compounds
item	molecule	TCR act	BRCA1 expr act	A-T KAP1 phos	a7 integrin act	p53 reactivation	B2AR arrestin	ELG1 repair inh	PTAP TSG101 blk	MLL CXXC-DNA inh	TRPV1 ag
31	COc1ccccc1NC(=O)N1CCCC1C(=O)NCCc1ccccc1 (centres undefined)	0%	-2%	6%	-14%	0%	-0.2%	2%	-4%	0%	0
32	CC1(c2ccc(Cl)cc2)NC(=O)N(CC(=O)NCc2cccs2)C1=O (centres undefined)	9%[46.1 µM]	2%	2%	15%	-7%	-2.2%	3%	-2%	6%	-5
33	CC(C)NS(=O)(=O)c1ccc(N2C(=O)c3ccccc3C2=O)cc1	7%	2%	-1%	15%	2%	-0.1%	-1%	0%	-5%	14
34	Cc1cc(C)cc(NC(=O)CCc2ccc(C)o2)c1	-1%	21%	0%	11%	-11%	0.0%	21%	-7%	-1%	-6
35	Cn1cccc1CC(=O)NNC(=S)NC(=O)c1ccccc1Br	-5%	-25%	-18%	-36%	-2%	0.1%	u	-4%	21%	2
36	CCCNC(=O)CCNC(=O)[C@H](O)C(C)(C)CO	-7%[46.1 µM]	5%	6%[11.5 µM]	-7%	3%	-0.8%	12%	-3%	x	x
37	CC1CCCc2sc3ncn(N)c(=N)c3c21 (centres undefined)	-3%	-61%	4%	14%	11%	-0.2%	1%	-5%	6%	-8
38	Nc1nc2ccccc2n1CCN1CCCC1	5%	3%	3%	-4%	3%	-0.1%	3%	-5%	2%	-3
39	CCOC(=O)c1ccc2nc3c(cc2c1)CCS3	-2%	10µM*	-9%	20%	u	-0.2%	u	0%	-5%	u
40	O=C(O)c1ccc(CSc2nnnn2-c2ccc(F)cc2)cc1	1%	-12%	5%	35%	1%	-0.2%	5%	0%	11%	1
41	Cc1ccc(NC(=O)c2ccc(Cl)c(S(=O)(=O)Nc3c(C)n(C)n(-c4ccccc4)c3=O)c2)cc1Cl	-5%	-41%	-4%	2%	3%	-3.5%	-28%	-1%	x	5
42	NCCCCC(N)c1cn([C@@H](CCC(=O)O)C(=O)N2CCNCC2)nn1 (some centres undefined)	-1%	-11%	16%	0%	10%	0.2%	2%	-3%	x	0
43	COc1cc(/C=C(\C#N)C(=O)NCC2CCCO2)ccc1O (centres undefined)	-1%[46.1 µM]	-19%	-9%	11%	3%	-0.6%	16%	-2%	2%	-2
44	COc1ccc(C(=O)NCC(=O)OCC(=O)c2ccc3c(c2)OCCO3)cc1	1%	16%	0%	-12%	1%	-0.4%	u	0%	-4%	1
45	COc1ccc(CNc2nccs2)cc1	-9%	u	-2%	11%	6%	0.1%	u	-4%	18%	2
46	COc1ccc(-c2cc(C(=O)Nc3cccc(O)c3)no2)cc1	-2%	69%	7%	u	-3%	-0.2%	u	1%	4%	10
47	O=C(CCc1nc2ccccc2c(=O)[nH]1)Nc1cccc(S(=O)(=O)N2CCOCC2)c1	2%	-7%	3%	5%	-3%	-0.3%	0%	-1%	x	2
48	Cc1cc(NC(=O)c2ccc(Cl)c([N+](=O)[O-])c2)no1	3%	35%	-6%	-33%	7%	-0.3%	26%	0%	-6%	1
49	O=C(Nc1ccnn1C1CCN(Cc2ccccc2F)CC1)C1CCCC1	6%	-8%	0%	u	-5%	0.1%	12%	1%	6%	12
50	C=CCN1c2ccccc2[C@]23C[C@@H](C(=O)OC)N(C(=O)c4ccco4)C2=NC(C(=O)OC)=C(C(=O)OC)[C@H]13	2%	-6%	42%	-3%	-2%	-0.1%	-1%	-4%	29%	6
